# CHRM4 agonist: human M4 muscarinic receptor agonists, primary screen, CHO-K1 cells, Fluo-8 calcium fluorescence; activation, % at 3 µM; CHO-K1 hM4/Gqi5; vehicle 0%, full acetylcholine response 100%; 0.14% of 360,000 active; Muscarinic acetylcholine receptor M4 (Homo sapiens), P08173; AID 624127, 2012;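 active = activation above the run mean over all test wells plus 3 SD, cut at about 32% in these data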;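 note: peak over basal fluorescence ratio per well then scaled between controls; 0% = DMSO wells and 100% = acetylcholine at EC100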
# Target sequence (P08173 whole entry, looked up): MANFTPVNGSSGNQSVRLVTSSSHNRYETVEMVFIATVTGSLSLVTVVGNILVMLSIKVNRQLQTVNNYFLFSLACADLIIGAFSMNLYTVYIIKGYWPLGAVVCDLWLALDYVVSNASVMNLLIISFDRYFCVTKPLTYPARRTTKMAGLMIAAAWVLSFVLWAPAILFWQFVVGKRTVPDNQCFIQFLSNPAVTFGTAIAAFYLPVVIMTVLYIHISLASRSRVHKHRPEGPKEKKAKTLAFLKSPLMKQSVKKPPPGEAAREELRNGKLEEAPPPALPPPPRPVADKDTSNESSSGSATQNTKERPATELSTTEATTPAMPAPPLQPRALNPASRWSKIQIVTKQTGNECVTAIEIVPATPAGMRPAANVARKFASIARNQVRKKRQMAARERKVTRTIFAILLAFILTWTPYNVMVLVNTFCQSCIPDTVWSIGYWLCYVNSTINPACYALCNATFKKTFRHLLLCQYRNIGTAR
# M5 ag: human M5 muscarinic receptor agonists, primary screen, CHO-K1 cells, Fluo-8 calcium fluorescence | Muscarinic acetylcholine receptor M5 (Homo sapiens), P08912 | AID 624037, 2012 | activation, % at 3 µM | 0.19% of 360,000 active | CHO-K1 hM5 cells; 0% DMSO wells, 100% maximal acetylcholine response;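 active = activation above the run's mean over test compounds plus 3 SD, cut at about 23% in these data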;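 note: signal is peak over basal fluorescence ratio across the kinetic read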
# Target sequence (P08912 whole entry, looked up): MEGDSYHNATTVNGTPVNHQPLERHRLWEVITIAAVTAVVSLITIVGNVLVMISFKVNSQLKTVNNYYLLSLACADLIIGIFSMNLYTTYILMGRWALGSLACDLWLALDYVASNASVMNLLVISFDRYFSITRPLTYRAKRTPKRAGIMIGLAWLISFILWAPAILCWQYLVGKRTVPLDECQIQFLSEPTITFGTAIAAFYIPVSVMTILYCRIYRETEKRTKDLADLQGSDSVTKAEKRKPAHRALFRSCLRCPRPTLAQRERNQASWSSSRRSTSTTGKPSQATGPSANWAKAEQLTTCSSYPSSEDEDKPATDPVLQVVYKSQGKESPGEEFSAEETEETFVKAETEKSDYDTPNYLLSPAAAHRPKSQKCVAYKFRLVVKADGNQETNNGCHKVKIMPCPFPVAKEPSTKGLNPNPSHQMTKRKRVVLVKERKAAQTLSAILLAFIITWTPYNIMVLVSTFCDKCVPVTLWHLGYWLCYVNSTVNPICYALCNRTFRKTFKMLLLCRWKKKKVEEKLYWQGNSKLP
# CHO-K1 Ca PAM: nonselective calcium activators in parental CHO-K1 cells, primary screen, counter-screen for M1 PAM project, cell-based, Fluo-8 calcium fluorescence, full deck, 1536-well; ATP EC20; 0% at ATP EC20, 100% at ATP max; activation, % at 3 µM; 0.02% of 360,000 active; AID 602247, 2012;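 active = activation above the run cutoff, the mean activation of all test compounds plus 3 SD, cut at about 40% in these data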;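 note: peak over basal fluorescence ratio in a 140 s read after ATP addition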
# CHRM5 antagonist: human M5 muscarinic receptor antagonists, primary screen, CHO cells, Fluo-8 calcium fluorescence; Muscarinic acetylcholine receptor M5 (Homo sapiens), P08912; CHO-hM5 cells, ACh EC80; inhibition, % at 3 µM; 0.59% of 360,000 active; AID 624040, 2012;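 active = inhibition above a per-plate cutoff, the mean of that plate's test compounds plus 3 SD, cut at about 27% in these data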;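 note: 0% = acetylcholine EC80 with DMSO and 100% = DMSO without agonist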
# CHO-K1 Ca ag: counter-screen for M1 agonists: effect in parental CHO-K1 cells; Fluo-8 calcium fluorescence; scaled to maximal ATP response, vehicle zero; activation, % at 3 µM; 0.48% of 360,000 active; in the data active = activation above about 15%;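 note: untransfected CHO-K1 host cells lacking M1 receptor as counterscreen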
# M4 antag: human M4 muscarinic receptor antagonists, primary screen, CHO cells, Fluo-8 calcium fluorescence; CHO-hM4 cells, ACh EC80; 0.73% of 360,000 active; Muscarinic acetylcholine receptor M4 (Homo sapiens), P08173; AID 624125, 2012; inhibition, % at 3 µM;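 active = inhibition above its plate's cutoff, the mean inhibition of sample wells plus 3 SD, cut at about 27% in these data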;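 note: 0% = acetylcholine EC80 with DMSO and 100% = DMSO without agonist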
# CHO-K1 Ca antag: counter-screen for M1 antagonists: effect in parental CHO-K1 cells. ATP-induced calcium, Fluo-8 fluorescence. inhibition, % at 3 µM. 0.6% of 360,000 active. AID 602250;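 active = inhibition above a per-plate cutoff, the plate's mean sample inhibition plus 3 SD, cut at about 24% in these data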;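 note: 0% = DMSO plus EC80 ATP and 100% = DMSO alone without ATP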
# CHRM4 PAM: human M4 muscarinic receptor positive allosteric modulators, primary screen, CHO-K1 cells, Fluo-8 calcium fluorescence; CHO-K1 hM4/Gqi5, ACh EC20; 0% = ACh EC20, 100% = maximal ACh; activation, % at 3 µM; 0.4% of 360,000 active; AID 624126, 2012;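 active = activation above its plate's cutoff, the mean activation of sample wells plus 3 SD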; note: some results filed as inactive read as strong as hits
# M5 PAM: human M5 muscarinic receptor positive allosteric modulators, primary screen, CHO-K1 cells, Fluo-8 calcium fluorescence | Muscarinic acetylcholine receptor M5 (Homo sapiens), P08912 | CHO-K1 hM5, ACh EC20 PAM; 0% = ACh EC20, 100% = ACh EC100 | activation, % at 3 µM | 0.3% of 360,000 active;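 active = activation above the run cutoff, the mean activation of all test compounds plus 3 SD, cut at about 18% in these data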
#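 Measured by: Fluo-8 calcium fluorescence; material: human M5 receptor in CHO-K1 cells; schedule: Post-acetylcholine fluorescence recording 140 s; benchmarks: low control EC20 acetylcholine (0%), high control EC100 acetylcholine (100%); read-out: Max/basal fluorescence ratio as % of EC20–EC100 ACh window; compound: single dose, 3 µM nominal final test concentration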
# * hit, by the source's call; / = no result given.
SMILES,CHRM4 agonist,M5 ag,CHO-K1 Ca PAM,CHRM5 antagonist,CHO-K1 Ca ag,M4 antag,CHO-K1 Ca antag,CHRM4 PAM,M5 PAM
COc1ccc(OC)c(CN2CCN(CCCc3ccccc3)C(CCO)C2)c1 (stereo unspecified),1,-1,-3,-5,0.4,-7,-13,-9,3
N/C(=N\N=C\c1ccc([N+](=O)[O-])cc1)c1nonc1N,0,3,10,3,0.5,4,-8,1,7
Cc1ccccc1OCC(=O)OC1CCN(C)CC1,1,-8,4,8,0.2,11,-9,-13,-19
Cc1cccc(C)c1NC(=O)C(c1ccccc1F)n1c(=O)c(-c2ccccc2)nc2ccccc21 (stereo unspecified),1,-2,/,-11,/,-10,/,8,-3
Cn1c(=O)oc2cc(S(=O)(=O)NC3CCN(Cc4ccccc4)CC3)ccc21,1,-4,2,2,0.5,3,7,-5,-1
CCC(NC(=O)c1cc(COc2ccc(F)c(F)c2)on1)c1ccncc1 (stereo unspecified),11,9,-5,-12,6.6,-6,0,-1,-3
NC1=NC(=O)C2(COC(c3ccccc3Cl)OC2)S1 (stereo unspecified),1,0,19,-3,0.5,-7,-9,14,0
COC(=O)c1cccc(C(=O)Nc2cnc3ccccc3c2)n1,7,0,-4,-3,1.5,-10,-3,2,-4
Fc1ccc(-c2onc3ccc(C4OCCO4)cc23)cc1,1,1,-11,14,0.2,-4,-16,11,6
CCOC(=O)C1CCN(CC(O)COCc2cccs2)CC1 (stereo unspecified),0,-8,-6,0,0.0,7,10,-5,4
CC1c2ccccc2N(S(=O)(=O)c2ccccc2)C1C (stereo unspecified),-2,-9,21,13,-1.0,-2,-21,-3,3
O=c1c(-c2ccco2)[n+]([O-])c2ccccc2n1OCc1ccccc1F,1,0,3,6,0.5,-4,2,0,2
O=C(c1ccc2nccnc2c1)N1CCCC(N2CCN(c3ccc(F)cc3)CC2)C1 (stereo unspecified),3,-5,5,-1,1.4,-15,-10,5,-3
O=C(c1ccc(F)cc1)C1CCN(C(=O)NC2CCCCC2)CC1,2,1,18,-4,0.5,-4,-9,-3,5
CCOc1cc(NC(=S)NCCCN2CCOCC2)c(OCC)cc1NC(=O)C1CCCCC1,0,-2,-6,11,-0.1,2,-7,-6,-1
Fc1cccc(Nc2ncnc3c2cnn3-c2ccccc2)c1,1,2,-8,2,0.2,6,10,-11,-7
COc1ccc(NC(=O)C2OCCc3ccccc32)c(OC)c1 (stereo unspecified),2,-6,7,4,0.2,5,-3,6,-1
Cc1ccc(-c2nnnn2-c2ccccc2C(=O)O)cc1,0,3,16,1,5.7,-2,-14,1,2
COc1ccc(/C=C/C(=O)NC(=S)NN2CCCCC2c2cccnc2)cc1OC (stereo unspecified),2,-3,28,2,1.0,-5,-7,1,-5
CC(C(=O)NC(C)(C)C)n1c(-c2ccc3c(c2)OCO3)nc2ccccc21 (stereo unspecified),1,-2,/,-1,/,6,/,-1,-2
O=c1c2ccsc2ncn1Cc1cccc(C(F)(F)F)c1,-1,1,17,-3,0.3,-5,-12,-2,1
COc1cc(C2/C(=C(\O)c3ccc4c(c3)CC(C)O4)C(=O)C(=O)N2CCN2CCOCC2)cc(OC)c1OC (stereo unspecified),2,-2,4,4,0.8,-1,-11,1,-2
CCOc1ccc(N(C(=O)CNC(=O)c2ccco2)C(C(=O)NC2CCCC2)c2ccncc2)cc1 (stereo unspecified),1,-3,11,0,-0.5,-6,7,2,-7
Cc1ccc(N=C2NC(=O)/C(=C/C=C/c3ccco3)S2)cc1,0,2,2,5,-0.1,2,-11,0,-2
O=C(CC1C(=O)NCCN1C/C=C/c1ccccc1)NCCc1cccnc1 (stereo unspecified),1,-6,-5,-1,-0.3,-1,11,5,-2
CN(CC(=O)Nc1ccccc1Cl)C(=O)CCNC(=O)Nc1ccccc1,0,-1,11,14,0.0,-1,-11,-5,-3
O=c1cc(CO)oc(CN2CCCC2)c1O,0,-2,17,-1,-0.6,-15,-4,3,-1
CC(=O)c1cccc(CN2CCN(CC(C)C)C(CCO)C2)c1 (stereo unspecified),0,-3,-11,-6,-0.1,3,13,-4,0
CC/C(C)=N/Nc1nc2sc3c(c2c(=O)[nH]1)CC(C)(C)OC3,1,3,6,-5,0.7,9,-6,0,3
CCCCNC(=O)[C@@](CC)(ONc1ccccc1C(F)(F)F)c1cccc2ccccc12,0,-3,-13,5,-0.3,0,-8,-10,-3
COc1ccc(CNC(=O)c2csc3c2CCCC3)cc1,0,2,4,-3,0.5,-3,0,3,-9
O=C1c2ccccc2C(=O)c2c1cccc2-n1nnc2ccccc21,0,-2,12,5,2.1,2,-10,-2,9
O=C(Nc1ccc2c(c1)OCO2)c1ccc(N2CCCC2)c([N+](=O)[O-])c1,2,-3,10,-2,1.1,-11,-2,1,-3
O=C(COC(=O)C1CCN(C(=O)c2ccc(Cl)cc2)CC1)Nc1ccccc1F,4,8,5,-2,4.1,-1,-10,2,-2
Cc1ccccc1-c1nc(NC(C)C)nc2ccsc12,-1,-4,11,-10,0.0,-30,-3,-1,-11
CC1CCCCC12NC(=S)N(c1ccccc1)N2 (stereo unspecified),1,-16,-20,-1,-0.4,5,9,-6,-1
CCCCC(=O)NCCc1ccc(S(N)(=O)=O)cc1,0,1,9,1,0.3,2,8,2,2
CC(c1ccccc1F)n1cc(C(=O)NCCCc2nc3ccccc3[nH]2)nn1 (stereo unspecified),0,0,-12,10,0.0,4,20,-4,-3
O=C(COC(=O)C1CCN(c2ccc(C(F)(F)F)cn2)CC1)NCc1ccccc1,2,-5,-3,3,0.3,-9,-15,-1,4
CC(=O)N1N=C(c2ccccc2O)CC1c1cccs1 (stereo unspecified),8,-3,12,-1,3.9,-8,-14,3,-6
CCCN1CCN(C(=O)c2ccc3nc(CC)c(CC)nc3c2)CC1,0,-2,-1,19,-0.3,6,5,-4,-3
CC(OC(=O)c1cc[n+]([O-])cc1)C(=O)Nc1ccc(C(N)=O)cc1 (stereo unspecified),1,1,3,10,0.2,-4,-6,12,5
O=C(/C=C/c1ccccc1)NCCSc1ccc(Cl)cc1,-1,-3,-4,2,4.7,12,20,-6,-4
CCOc1ccc(NC(=O)NC2(C(=O)NCc3ccco3)CCCCC2)cc1,1,-3,11,3,0.4,-2,11,0,3
CC(C)(C)NC(=O)c1ccc(Sc2ccccc2)c([N+](=O)[O-])c1,1,-8,2,-10,0.1,-1,-4,-7,-5
O=C(CC1Sc2ccccc2NC1=O)NCc1cccc(Cl)c1 (stereo unspecified),1,-4,-7,-1,-1.4,-5,2,-8,-5
COc1ccc(NC(=O)/C(C#N)=C/c2cccnc2)c(OC)c1,0,-4,-1,-5,-0.1,4,0,4,1
O=C(CN1C(=O)NC(c2ccccc2)(c2ccccc2)C1=O)NCc1ccccc1,14,-1,-2,6,4.0,-11,-10,1,-18
Cc1ccc(/C=C2/CCc3c([nH]c4ccccc34)C2=O)cc1,-1,-2,-2,3,-0.3,-10,3,10,-9
COC(=O)[C@@]1(Sc2ccc(C)cc2)CC(=O)N(c2ccc3c(ccn3C)c2)[C@@H]1c1ccccc1,13,1,18,5,2.7,10,-11,-7,-12
Cc1ccc(Cc2c(C3CCCCC3)nc3ccc(Cl)cn23)cc1,-2,-3,-1,6,-0.3,-3,10,-5,0
O=C1NC[C@@H](CCCCN2C[C@H](Cc3ccccc3)N(CCC3CCCCC3)C(=O)C2=O)N(Cc2ccccc2)C1=O,1,-3,4,-6,1.2,-3,-8,1,-1
COc1cc2c(cc1OC)CN(Cc1cc(OC)c(O)c(OC)c1)CC2,0,-4,-11,6,0.0,1,6,-9,-5
O=C(NCc1ccco1)C1CCN(S(=O)(=O)c2ccc(-n3cnnn3)cc2)CC1,1,-2,3,2,-0.4,1,2,-1,-4
FC(F)(F)c1nc2nncn2c2c1CCCCC2,0,-6,4,7,-0.1,2,4,-6,-2
CC(C)CCn1c(Sc2nc3ccccc3s2)nc2c1c(=O)[nH]c(=O)n2C,0,-11,21,-7,0.2,-4,-15,7,8
N#CC1(Nc2ccc3ccccc3c2)CCCC1,1,-1,11,19,0.1,7,-7,-2,0
Cc1ccc2ccccc2c1COC(=O)c1nonc1N,0,-6,17,1,-0.2,2,-33,1,-6
CCc1ccc(C(=O)NC(CCSC)C(=O)O)cc1 (stereo unspecified),0,-1,0,-5,-0.1,-2,-6,0,8
COc1ccc(C(=O)N/N=C/c2ccc(OC)c(COc3ccc(F)cc3F)c2)cc1,2,-5,5,13,1.2,8,-8,-3,-3

# Reformatted with values under each structure: part of the list above.
# Every second line gives: CHRM4 agonist | M5 ag | CHO-K1 Ca PAM | CHRM5 antagonist | CHO-K1 Ca ag | M4 antag | CHO-K1 Ca antag | CHRM4 PAM | M5 PAM
> COc1ccc(NC(=O)/C(C#N)=C/c2cccnc2)c(OC)c1
→ 0 | -4 | -1 | -5 | -0.1 | 4 | 0 | 4 | 1
> N#CC1(Nc2ccc3ccccc3c2)CCCC1
→ 1 | -1 | 11 | 19 | 0.1 | 7 | -7 | -2 | 0
> FC(F)(F)c1nc2nncn2c2c1CCCCC2
→ 0 | -6 | 4 | 7 | -0.1 | 2 | 4 | -6 | -2

# Next part:
SMILES,CHRM4 agonist,M5 ag,CHO-K1 Ca PAM,CHRM5 antagonist,CHO-K1 Ca ag,M4 antag,CHO-K1 Ca antag,CHRM4 PAM,M5 PAM
COC(=O)c1ccc(C(=O)OC)c(NC(=S)N2CCN(c3ccccc3)CC2)c1,2,0,-12,1,-0.4,-12,1,5,-4
Cc1cc(C(=O)CSc2nc3ccccc3o2)c(C)n1C1CC1,1,-3,10,1,1.7,2,2,0,-7
O=C(O)CC1NCCc2ccccc21 (stereo unspecified),0,-1,16,3,0.6,0,-7,2,3
O=C(Cn1cnc2c(NCc3ccccc3)ncnc21)NCc1ccc2[nH]ccc2c1,1,4,-4,-14,0.6,4,4,0,5
CC(C)(C)NC(=S)NCc1cccnc1,2,2,1,1,0.6,-7,-19,6,-2
Cc1cc(C)nc(SCc2nnc(SCC(=O)Nc3ccc(Cl)c(C(F)(F)F)c3)o2)n1,2,1,7,-8,1.1,0,-17,6,3
Cn1c(C(=O)NCCN2CCN(Cc3ccccc3)CC2)cc2c(=O)n(C)c3ccccc3c21,0,-2,19,0,0.3,2,-6,-7,-2
COCC1CCCN(C(=O)c2cc(COc3cccc4cccnc34)on2)C1 (stereo unspecified),3,2,-19,-4,0.4,-1,9,-3,-7
O=C(Nc1ccc2cn[nH]c2c1)c1ccc(Cl)c(S(=O)(=O)N2CCOCC2)c1,9,-1,17,2,6.4,-2,-6,-4,-7
Cc1ccc2c(c1)N(C(=O)CCC(=O)NCc1cccnc1)CCO2,0,1,-2,-1,-0.2,-3,-2,3,0
CCN(Cc1ccc(Br)s1)C(=O)CSc1nnc(C2CC2)n1C1CC1,0,0,7,-4,-0.1,-10,-7,6,-1

# Bioassay records (PubChem)
